ASAP1 inh: ASAP1 ArfGAP inhibition; Q9ULH1; ASAP1-stimulated ARF1 GTP hydrolysis, GDP FP detection; inhibition, % at 16.5 µM; 360,000 tested, 0.19% active; AID 624377; in the data active means inhibition above about 25%;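 further: 0% = vehicle with enzyme and substrate and 100% = no enzyme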
PLC-gamma1 inh: PLC-gamma1 (human) inhibition, primary screen; 370,000 tested, 0.84% active; purified PLC-gamma1, fluorogenic substrate, fluorescence; inhibition, % at 12.2 µM; P19174; in the data active means inhibition above about 9.5%
Rev-erbA mod: Rev-erb alpha (human) modulation; activity, % at 10 µM; P20393; Rev-erbα–FITC-DNA binding, fluorescence polarization, 90 min; 370,000 tested, 0.79% active; AID 1259318;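 active means activity above about 14%, limit read from the data; passing the limit was not always enough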;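 further: 0% = DMSO wells with 35 nM protein and 100% = DMSO wells with 750 nM protein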
KLK7 zymogen act: proKLK7 (human) activation, primary screen | purified proKLK7, EDANS-DABCYL substrate fluorescence; 100% is mature enzyme control, 0% vehicle | activation, % at 7 µM | 370,000 tested, 0.9% active | AID 652039;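 active means activation above the mean of all tested compounds plus 3 SD, computed per campaign excluding outliers beyond control limits, cut at about 13% in these data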
Target sequence (P49862 whole entry, looked up): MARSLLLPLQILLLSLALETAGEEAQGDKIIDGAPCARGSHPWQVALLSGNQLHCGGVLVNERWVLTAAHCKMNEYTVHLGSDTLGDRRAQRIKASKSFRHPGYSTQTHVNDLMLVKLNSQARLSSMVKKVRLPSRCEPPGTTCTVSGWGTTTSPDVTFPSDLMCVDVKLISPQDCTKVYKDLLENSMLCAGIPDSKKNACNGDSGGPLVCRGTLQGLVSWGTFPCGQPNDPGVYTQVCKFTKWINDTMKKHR
ARFGAP1 inhibitor: inhibits rat ARF GTPase activating protein 1 | Arfgap1-stimulated ARF1 GTP hydrolysis, GDP FP detection | 360,000 tested, 0.26% active | Q62848 | inhibition, % at 16.5 µM;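 active means inhibition above a per-plate limit, mean inhibition of low control wells plus 3 SD, cut at about 25% in these data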;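 further: 0% = DMSO wells with enzyme and 100% = wells lacking Arfgap1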
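Material: truncated rat Arfgap1 GAP domain; Incubation: compound-enzyme preincubation 20 min, reaction 120 min, detection 60 min, 25 °C; Read-out: percent inhibition of Arfgap1-stimulated GTP hydrolysis; Technique: FP, GDP Alexa 633 tracer displaced from anti-GDP antibody, 620/688 nm; Controls: No-Arfgap1 wells (100%) versus DMSO full-reaction wells (0%); Replication: single well per compound.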
PLCb3 inh: PLC-beta3 (human) inhibition, primary screen | Purified PLC-beta3, fluorogenic substrate, fluorescence | inhibition, % at 12.2 µM | 370,000 tested, 0.18% active; in the data active means inhibition above about 11%;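 further: 0% = median of compound wells on plate and 100% = full blocker control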
sPLA2-III inh: Blocks human group III sPLA2 activity; AID 743126; Q9NZ20; inhibition, % at 12.2 µM; 370,000 tested, 0.56% active; QFRET BODIPY PC-A2 liposome hydrolysis, fluorescence;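 active means inhibition above mean plus 3 SD of compounds lying within the high and low control bounds, cut at about 19% in these data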;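 further: 0% = median of test compound wells and 100% = no enzyme DMSO wells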
Target sequence (Q9NZ20 whole entry, looked up): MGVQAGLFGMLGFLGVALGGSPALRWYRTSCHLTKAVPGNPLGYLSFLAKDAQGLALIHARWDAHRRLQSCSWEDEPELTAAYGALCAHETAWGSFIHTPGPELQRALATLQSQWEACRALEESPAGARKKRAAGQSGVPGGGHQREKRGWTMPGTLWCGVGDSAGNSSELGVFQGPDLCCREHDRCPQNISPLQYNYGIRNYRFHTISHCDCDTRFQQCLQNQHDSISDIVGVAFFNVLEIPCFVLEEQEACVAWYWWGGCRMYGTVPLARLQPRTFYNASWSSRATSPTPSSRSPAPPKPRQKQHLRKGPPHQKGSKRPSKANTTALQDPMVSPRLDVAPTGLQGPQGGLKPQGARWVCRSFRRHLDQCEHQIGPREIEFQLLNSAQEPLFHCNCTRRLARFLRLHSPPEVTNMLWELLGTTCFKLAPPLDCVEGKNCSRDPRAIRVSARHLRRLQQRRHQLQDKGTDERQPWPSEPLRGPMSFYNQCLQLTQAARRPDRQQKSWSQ
DDE Tn6 FP inh: disrupts Tn6 cyclic peptide binding to fibrin D-Dimer-E complex; P02675; Fibrin DD(E) TRITC-Tn6 fluorescence polarization displacement; inhibition, % at 8.3 µM; 370,000 tested, 0.21% active;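 active means inhibition above a per-campaign cutoff: mean of compounds within control limits plus 3 SD, cut at about 15% in these data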;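 further: 0% = median of all compound wells on the plate and 100% = blocking peptide control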
UHRF1 MBD2 ctr: blocks human UHRF1 binding to methylated DNA | UHRF1 binding to methylated oligo, TR-FRET | inhibition, % at 4.4 µM | 370,000 tested, 0.75% active; in the data active means inhibition above about 21%;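 further: UHRF1 SRA domain binding a hemimethylated CpG hairpin DNA probe; 0% = median of test compound wells and 100% = reference inhibitor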
DDE Tn7 FP inh: disrupts Tn7 cyclic peptide binding to fibrin D-Dimer-E complex. AID 720508. inhibition, % at 8.3 µM. FP displacement of FITC-Tn7 peptide from fibrin DD(E); 0% = median of compound wells per plate. 370,000 tested, 0.13% active;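 active means inhibition above the mean of compounds falling within the control limits plus 3 SD of them, cut at about 14% in these data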;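 further: 0% = plate median of compound wells and 100% = 10 µM Aha-Tn7 peptide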
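system = human fibrin DD(E) protein | quantity = DD(E) 2 µM final | medium = Tris/NaCl/CaCl2 buffer, pH 7.8 | also added = labelled Tn7 tracer, 0.1 µM | compound dosing = single point at 8.3 µM | timing = compound with protein 10 min, then 3 h after probe, room temperature | signal = FP measurement | benchmarks = Aha-Tn7 high control | repeats = one replicate per compound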
Numbers without * were called inactive; x = not tested or not shown; & = joins results of further samples. Not a hit list. About 4.5% of those tested had a hit in this group.

1	CCC(C)NC(=O)CNC(=O)c1nn(-c2ccc(OC)cc2OC)c(=O)c2ccccc12 (centres undefined)
2	Cc1ccc(Cl)cc1NC(=O)C1COc2ccccc2O1 (centres undefined)
3	Cc1nn(C)cc1/C=N/NC(=O)C(C)(C)Oc1ccc(Cl)cc1
4	COc1ccc(/C=N/NC(=O)C(=O)N2CCCC2)cc1OC
5	COc1ccc(N(CC(=O)NCC2CCCO2)S(=O)(=O)c2ccc(C)cc2)cc1OC (centres undefined)
6	CC(C)N(Cc1nccn1C)C(=O)CCc1nnc(CCCc2ccccc2)o1

Assay by compound	1	2	3	4	5	6
ASAP1 inh	13.6	-2.6	2.9	0.9	4.7	3.6
PLC-gamma1 inh	5.3	-0.4	1.8	-2.9	-4.6	0.0
Rev-erbA mod	-7.3	-9.6	-4.7	-1.3	0.2	4.4
KLK7 zymogen act	0.4	-0.9	-0.1	-0.3	0.0	-0.3
ARFGAP1 inhibitor	-10.1	-17.0	9.6	-0.6	4.1	-6.0
PLCb3 inh	6.6	-5.0	2.7	-7.1	-1.3	2.2
sPLA2-III inh	4.4	-7.2	-0.4	1.0	-1.4	1.2
DDE Tn6 FP inh	5.4	3.9	0.5	-3.2	-9.8	-1.7
UHRF1 MBD2 ctr	1.4	-5.0	-0.7	-1.1	5.3	16.0
DDE Tn7 FP inh	10.4	2.4	4.1	2.2	-0.9	5.2

7	CC1(C)CCC(C)(C)c2cc(NC(=O)c3ccc(C(=O)O)cc3)ccc21
8	O=c1cc(CO)oc(CN2CCN(c3cccc(C(F)(F)F)c3)CC2)c1O
9	Cc1nc2oc3c(NCc4ccccn4)ncnc3c2c2c1COC(C)(C)C2
10	Cc1cccc([C@@H]2[C@@H]3C(=O)N(Cc4ccccc4)C(=O)[C@@H]3[C@]3(CC(C)C)C(=O)N(c4cccc(F)c4)C(=O)N23)c1
11	CCOC(=O)N/N=C/c1ccc(C)o1
12	COc1ccc(S(=O)(=O)N2CCCCCC2)cc1NC(=O)CCCOc1ccccc1

Assay by compound	7	8	9	10	11	12
ASAP1 inh	x	-1.5	12.7	-1.9	1.4	24.7
PLC-gamma1 inh	1.2	-0.8	-27.1	2.0	0.1	1.9
Rev-erbA mod	-1.9&-0.5	1.1	-1.3	-1.1	-1.3	2.5
KLK7 zymogen act	0.1	0.3	0.1	0.2	0.1	-0.2
ARFGAP1 inhibitor	x	9.3	-6.8	-2.7	1.4	5.7
PLCb3 inh	1.5	0.3	-26.5	1.9	2.0	-7.8
sPLA2-III inh	-28.5	-0.4	0.5	-14.7	3.9	8.0
DDE Tn6 FP inh	-3.0	-1.7	1.4	0.7	-2.3	3.0
UHRF1 MBD2 ctr	-0.7	-2.5	2.7	1.2	2.9	14.6
DDE Tn7 FP inh	-0.6	1.5	-3.1	-6.8	-2.9	11.5

13	CN(CC(=O)O)c1ccc(C(F)(F)F)cc1[N+](=O)[O-]
14	COc1cc(S(=O)(=O)NCc2cccnc2)c(OC)cc1Br
15	C/C=C/C(=O)N1c2ccccc2C(C)=CC1(C)C
16	CCCCCc1ccc(C2=NNC(=O)CC2)cc1
17	Cc1cc(C)c(C#N)c(OCC(=O)c2ccc(Br)cc2)n1
18	CCOc1ccc(CNC(=O)c2ccc(Sc3ccc(Cl)cc3)c(NC(C)=O)c2)cc1OC

Assay by compound	13	14	15	16	17	18
ASAP1 inh	-7.0	1.2	3.4	-8.8	-12.6	1.9
PLC-gamma1 inh	-2.5	0.1	0.7	-1.7	1.0	-2.4
Rev-erbA mod	-5.9	3.0	4.9	0.6	1.9	2.2
KLK7 zymogen act	0.2	0.3	-0.3	0.0	-0.2	0.0
ARFGAP1 inhibitor	5.8	4.2	5.9	-7.6	4.2	4.3
PLCb3 inh	1.9	1.9	0.0	-9.7	-29.5	-3.5
sPLA2-III inh	-0.7	5.2	-0.2	7.6	-1.6	-15.8
DDE Tn6 FP inh	-0.5	-6.4	-4.9	-4.5	9.3	1.8
UHRF1 MBD2 ctr	0.7	1.8	18.6	5.0	2.5	-2.8
DDE Tn7 FP inh	-5.4	-5.2	0.1	-1.7	5.8	5.0

10 entries from above, with values under each structure.
Below each compound: ASAP1 inh | PLC-gamma1 inh | Rev-erbA mod | KLK7 zymogen act | ARFGAP1 inhibitor | PLCb3 inh | sPLA2-III inh | DDE Tn6 FP inh | UHRF1 MBD2 ctr | DDE Tn7 FP inh
9	Cc1nc2oc3c(NCc4ccccn4)ncnc3c2c2c1COC(C)(C)C2
 : 12.7 | -27.1 | -1.3 | 0.1 | -6.8 | -26.5 | 0.5 | 1.4 | 2.7 | -3.1
10	Cc1cccc([C@@H]2[C@@H]3C(=O)N(Cc4ccccc4)C(=O)[C@@H]3[C@]3(CC(C)C)C(=O)N(c4cccc(F)c4)C(=O)N23)c1
 : -1.9 | 2.0 | -1.1 | 0.2 | -2.7 | 1.9 | -14.7 | 0.7 | 1.2 | -6.8
11	CCOC(=O)N/N=C/c1ccc(C)o1
 : 1.4 | 0.1 | -1.3 | 0.1 | 1.4 | 2.0 | 3.9 | -2.3 | 2.9 | -2.9
12	COc1ccc(S(=O)(=O)N2CCCCCC2)cc1NC(=O)CCCOc1ccccc1
 : 24.7 | 1.9 | 2.5 | -0.2 | 5.7 | -7.8 | 8.0 | 3.0 | 14.6 | 11.5
13	CN(CC(=O)O)c1ccc(C(F)(F)F)cc1[N+](=O)[O-]
 : -7.0 | -2.5 | -5.9 | 0.2 | 5.8 | 1.9 | -0.7 | -0.5 | 0.7 | -5.4
14	COc1cc(S(=O)(=O)NCc2cccnc2)c(OC)cc1Br
 : 1.2 | 0.1 | 3.0 | 0.3 | 4.2 | 1.9 | 5.2 | -6.4 | 1.8 | -5.2
15	C/C=C/C(=O)N1c2ccccc2C(C)=CC1(C)C
 : 3.4 | 0.7 | 4.9 | -0.3 | 5.9 | 0.0 | -0.2 | -4.9 | 18.6 | 0.1
16	CCCCCc1ccc(C2=NNC(=O)CC2)cc1
 : -8.8 | -1.7 | 0.6 | 0.0 | -7.6 | -9.7 | 7.6 | -4.5 | 5.0 | -1.7
17	Cc1cc(C)c(C#N)c(OCC(=O)c2ccc(Br)cc2)n1
 : -12.6 | 1.0 | 1.9 | -0.2 | 4.2 | -29.5 | -1.6 | 9.3 | 2.5 | 5.8
18	CCOc1ccc(CNC(=O)c2ccc(Sc3ccc(Cl)cc3)c(NC(C)=O)c2)cc1OC
 : 1.9 | -2.4 | 2.2 | 0.0 | 4.3 | -3.5 | -15.8 | 1.8 | -2.8 | 5.0

New compounds follow.
19	CN(CC(=O)Nc1ccc2c(c1)OCO2)CC(=O)Nc1ccc(F)c(F)c1F
20	COc1ccc(C(=O)COc2ccc3ccc(=O)oc3c2)cc1
21	Cc1ccc(S(=O)(=O)N2CCN(C(=O)c3cc(=O)c4ccccc4o3)CC2)cc1
22	O=C(COc1ccccc1)Nc1nnc(-c2ccc(Cl)cc2)o1
23	COC(=O)/C=C/c1ccccc1S(=O)(=O)N(Cc1ccccc1)Cc1ccco1

Assay by compound	19	20	21	22	23
ASAP1 inh	10.5	11.7	4.2	7.6	-3.6
PLC-gamma1 inh	2.6	-3.0	-2.9	4.3	3.5
Rev-erbA mod	-5.7	2.9	-0.6	-7.3	-1.1
KLK7 zymogen act	0.2	1.9	0.3	-0.1	0.5
ARFGAP1 inhibitor	-1.4	1.1	14.8	4.8	-6.4
PLCb3 inh	-5.3	-16.6	-8.2	-11.5	-2.9
sPLA2-III inh	8.4	-2.5	2.2	-5.4	-11.2
DDE Tn6 FP inh	6.5	8.3	-1.9	5.2	3.0
UHRF1 MBD2 ctr	-1.2	-2.1	0.5	-1.8	2.4
DDE Tn7 FP inh	-6.1	-4.9	-1.1	3.8	7.9
